PTHR1 ag – agonists of human PTHR1 parathyroid hormone receptor. HEK293 GP2 PTHR1 cells, GloSensor cAMP luminescence, 1 h. Potency, µM (top dose mostly 115 µM), without a hit: at the highest dose activation, usual class: activators. actives 0.075% (n = 410,000). AID 743266; further: potency means the concentration at half of the fitted maximal effect; nearly all actives have a fitted effect of over 55% in size; some results filed as inactive show a strong effect at the top dose; inactives centre near -15; many of its hits are not listed in these tables
Target sequence (Q03431 whole entry, looked up): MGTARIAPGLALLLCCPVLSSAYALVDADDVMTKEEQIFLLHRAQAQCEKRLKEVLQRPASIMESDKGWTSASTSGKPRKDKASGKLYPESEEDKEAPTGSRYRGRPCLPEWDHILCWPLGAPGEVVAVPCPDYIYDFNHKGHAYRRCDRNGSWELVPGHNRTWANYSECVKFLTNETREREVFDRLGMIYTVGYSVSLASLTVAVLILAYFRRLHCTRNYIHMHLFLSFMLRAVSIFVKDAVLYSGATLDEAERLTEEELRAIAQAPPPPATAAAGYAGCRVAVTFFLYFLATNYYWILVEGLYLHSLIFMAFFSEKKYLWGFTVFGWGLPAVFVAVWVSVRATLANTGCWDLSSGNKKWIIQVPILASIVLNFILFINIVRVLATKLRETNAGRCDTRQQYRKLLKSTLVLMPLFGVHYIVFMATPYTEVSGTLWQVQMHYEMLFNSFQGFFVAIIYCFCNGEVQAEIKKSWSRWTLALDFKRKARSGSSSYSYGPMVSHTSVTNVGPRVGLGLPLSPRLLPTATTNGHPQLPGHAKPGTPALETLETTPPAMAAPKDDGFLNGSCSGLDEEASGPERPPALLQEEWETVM
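HEK-293-derived GP2 cells expressing PTHR1 and a GloSensor cAMP reporter, 3,000/well, plated overnight, given luciferin plus IBMX (each 0.5 mM as added) for 1 h at 37 °C, then compound for 1 h at 37 °C. Luminescence was read after 15 min at room temperature.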
FUS yeast rescue – FUS proteinopathy suppression in yeast | AID 1347120 | actives 0.24% (n = 390,000) | Potency, µM (series often up to 76.6 µM), for the others: at the top dose growth rescue (activation), actives largely listed as activators | S. cerevisiae FUS-expressing, growth rescue, OD600, 24 h;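 further: potency means the concentration at half of the fitted maximal effect; plate controls were DMSO vehicle for no effect and reference control for full effect; nearly all actives have a fitted effect of over 55% in size; some results filed as inactive show a strong effect at the top dose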
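Yeast expressing FUS under galactose induction, OD 0.005 in 2% galactose medium; compounds in a dilution series, 24 h at 30C. Growth rescue by absorbance at 600 nm; CP55940 positive control, DMSO negative.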
TDP-43 yeast inh – rescues yeast growth from TDP-43 toxicity | TDP-43 expressing yeast growth rescue, BacTiter-Glo, 24 h | Potency, µM (top dose mostly 46.1 µM), without a hit: at the highest dose growth rescue (activation), hits mostly activators | actives 1.8% (n = 410,000) | AID 652104; further: potency means the concentration at half of the fitted maximal effect; % of control where 0% means no effect; nearly all actives have a fitted effect of over 50% in size
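In this qHTS, compounds that restore growth of yeast expressing TDP-43 appear as activators. Cells (OD600=0.02, galactose medium, raffinose-pregrown) are incubated with compound 24 hr at 30 deg C and growth is quantified by BacTiter-Glo.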
GLP-1R inv ag – acts as inverse agonist at human GLP-1 receptor | Potency, µM (doses to about 38.3 µM), for inactives: top-dose activity change, negative = inhibition, usual class: inhibitors | P43220 | HEK293 GLP-1R CRE-luciferase, luminescence, 24 h; GLP-1R form is constitutively active | actives 1.6% (n = 410,000); further: potency means the concentration at half of the fitted maximal effect; on the % scale 0 is the no-effect control and ±100 the full control effect; nearly all actives have a fitted effect of over 55% in size
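GLP-1R inverse agonism mode: basal reporter luminescence in engineered HEK293 cells measured after one day of compound exposure at 37 deg C, with a 12 min room-temperature detection step.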
Abeta rescue – A-beta toxicity reversal in yeast. yeast expressing A-beta42, growth rescue, OD600, 48 h; response scale: 0% DMSO, 100% iron-clioquinol control. Potency, µM (top dose mostly 46.1 µM), for inactives: at the highest dose growth rescue, most hits filed as activators. actives 0.063% (n = 410,000); further: potency means the concentration at half of the fitted maximal effect; nearly all actives have a fitted effect of over 55% in size
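Yeast growth medium received pinned compounds, then yeast cells expressing toxic A-beta were added; plates incubated at 30 C for 48 hr. Growth read as absorbance at 600 nm, normalized to DMSO and equimolar FeCl3 plus clioquinol controls.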
GLP-1R agonist – activates the human GLP-1 receptor. P43220. HEK293 GLP-1R CRE-luciferase, luminescence, 4-6 h; cells express a hypersensitive GLP-1R form. Potency, µM (top dose mostly 45.6 µM), for the others: top-dose activation, usual class: activators. actives 0.007% (n = 380,000); further: potency means the concentration at half of the fitted maximal effect; % of control where 0% means no effect
pAkt inh – inhibitors of Akt phosphorylation; Neuro2A IGF-stimulated pAkt S473 HTRF, 20 min; active compounds read low; activity change, % for hits at 50 µM; actives 0.32% (n = 360,000); AID 651550; in the data active means activity change below about -80%; inconclusive means mostly about -51% to -80%; further: on the % scale 0 is the no-effect control and ±100 the full control effect
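Neuro2A cells (4,500/well, DMEM with 0.5% FBS) were treated with compound at a single 50 µM final concentration, stimulated with 6 nM IGF for 20 min at 37 °C, and lysed. Phospho-Akt Ser473 was read by HTRF as 665/615 ratio ×10^4.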
aSyn yeast inh – inhibitors of alpha-synuclein toxicity in yeast; Yeast expressing alpha-synuclein, growth rescue, BacTiter-Glo, 24 h; Potency, µM (top dose mostly 46.1 µM), inactives show at the highest dose growth rescue (activation), most hits filed as activators; actives 0.14% (n = 370,000); further: potency means the concentration at half of the fitted maximal effect; % of control where 0% means no effect; nearly all actives have a fitted effect of over 65% in size
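Readout is rescue of growth in alpha-synuclein-expressing yeast, so inhibitors of toxicity appear as activators. Growth after 24 hr at 30 deg C in galactose medium is quantified by luminescence.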
DRD3 antagonist – antagonists of human D3 dopamine receptor; P35462; D3R cells, DiscoveRx beta-arrestin luminescence, antagonist mode; active compounds read low; max response, negative = inhibition, %; actives 2.5% (n = 360,000); in the data active means max response below about -50%; inconclusive means no clear call, values can overlap the other calls; further: on the % scale 0 is the no-effect control and ±100 the full control effect; mostly tested at two doses, the higher about 12 µM
Target sequence (P35462 whole entry, looked up): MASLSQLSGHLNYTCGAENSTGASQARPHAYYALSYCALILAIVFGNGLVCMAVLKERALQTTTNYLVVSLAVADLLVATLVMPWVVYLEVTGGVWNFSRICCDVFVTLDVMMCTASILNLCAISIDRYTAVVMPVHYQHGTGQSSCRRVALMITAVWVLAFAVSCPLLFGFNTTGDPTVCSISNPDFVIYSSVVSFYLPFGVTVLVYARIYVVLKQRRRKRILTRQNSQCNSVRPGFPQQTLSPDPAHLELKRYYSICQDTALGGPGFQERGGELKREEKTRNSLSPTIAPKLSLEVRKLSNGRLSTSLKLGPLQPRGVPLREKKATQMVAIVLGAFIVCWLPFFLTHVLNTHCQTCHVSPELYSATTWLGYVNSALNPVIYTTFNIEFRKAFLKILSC
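Cells expressing the human receptor were seeded at 1500 cells/well, incubated overnight at 37 degrees C in 5% CO2, then exposed to library compounds with dopamine controls for 90 minutes at 37 degrees C before luminescent detection.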
* hit, by the source's call; i = inactive; ? = inconclusive; . = no result given; & = joins results of further samples; [ ] = another dose, or the depositor's remark. Unless noted, the call rests on the fitted dose curve; in most records, active means well fitted curve in the direction sought with a large enough effect; inconclusive means small, poorly fitted or top-dose-only effect, or another doubt; inactive means no such curve, though single readings can be large; an effect the other way counts as inactive or inconclusive. These rows are one share of the data; count on the stated rates, not on these rows.

| compound | PTHR1 ag | FUS yeast rescue | TDP-43 yeast inh | GLP-1R inv ag | Abeta rescue | GLP-1R agonist | pAkt inh | aSyn yeast inh | DRD3 antagonist |
| --- | --- | --- | --- | --- | --- | --- | --- | --- | --- |
| C[C@@H]1CN([C@H](C)CO)S(=O)(=O)c2ccc(C#Cc3ccccc3)cc2O[C@H]1CN(C)C(=O)Nc1ccc2c(c1)OCO2 | -16% | ? | 0% | ? | -2% | 3% | i | -8% | 26 |
| Cn1c(N)c(C(=O)CSc2nc3ccccc3c(=O)n2Cc2ccccc2)c(=O)n(C)c1=O | i | 7% | 12% | 14% | -6% | 10% | i | -4% | 3 |
| Cc1cccc(NC(=O)CCC(=O)NCCO)c1 | i | 11% | 0% | 0% | -3% | -8% | i | 3% | 26 |
| CCN(C(=O)c1cccc(Br)c1)C1CCS(=O)(=O)C1 (configuration not stated) | i | 21% | -19% | -4% | 8% | 1% | i | 2% | 12 |
| COc1cc(-c2nc(-c3ccc(NC(=O)c4ccc5c(c4)OCO5)cc3)no2)cc(OC)c1OC | -95%[inhibitor] | 32% | 5% | -2% | 4% | 0% | i | -8% | 59 |
| CC(=O)NNc1nc(-c2ccc(C)cc2)cs1 | i | 9% | 20% | ? | -9% | 2% | i | 3% | -1 |
| COc1cccc(C(=O)Nc2c(F)cccc2F)c1 | i | -9% | 23% | 9% | -4% | 6% | i | 0% | 8 |
| O=C(N/N=C/c1cccs1)c1cc(-c2ccncc2)nc2ccccc12 | i | . | -1% | -45% | 3% | -1% | i | 1% | -24 |
| CC(C)(C)[C@H]1COC(=O)[C@@H](Cc2ccc(F)cc2)CC/C=C/C[C@@H](CC(=O)N[C@@H](CO)Cc2ccccc2)C(=O)N1 | -29% | ? | 9% | ? | 10% | -3% | i | 1% | 36 |
| COc1cccc(Cn2c(SCc3ccc(C(=O)N4CCC(C)CC4)cc3)nc3ccncc32)c1 | -50%[inhibitor] | 25% | 2% | ? | -29% | . | . | . | . |
| CCCS(=O)(=O)NC(=O)C1(C)CCN1C(=O)Cc1ccc(Cl)cc1Cl (configuration not stated) | -6% | -1% | 0% | -5% | 14% | 0% | i | 2% | 18 |
| Cc1cccc(C)c1NC(=O)CNC(=O)Cn1nc(C)c(C)c(C#N)c1=O | i | 5% | 8% | 9% | -1% | -4% | i | -7% | 16 |

Three compounds out of the list, sorted by length of the SMILES, lowest first.
| compound | PTHR1 ag | FUS yeast rescue | TDP-43 yeast inh | GLP-1R inv ag | Abeta rescue | GLP-1R agonist | pAkt inh | aSyn yeast inh | DRD3 antagonist |
| --- | --- | --- | --- | --- | --- | --- | --- | --- | --- |
| CC(=O)NNc1nc(-c2ccc(C)cc2)cs1 | i | 9% | 20% | ? | -9% | 2% | i | 3% | -1 |
| COc1cccc(C(=O)Nc2c(F)cccc2F)c1 | i | -9% | 23% | 9% | -4% | 6% | i | 0% | 8 |
| O=C(N/N=C/c1cccs1)c1cc(-c2ccncc2)nc2ccccc12 | i | . | -1% | -45% | 3% | -1% | i | 1% | -24 |

(further entries)
| compound | PTHR1 ag | FUS yeast rescue | TDP-43 yeast inh | GLP-1R inv ag | Abeta rescue | GLP-1R agonist | pAkt inh | aSyn yeast inh | DRD3 antagonist |
| --- | --- | --- | --- | --- | --- | --- | --- | --- | --- |
| Cc1ccc2nc(C)cc(N/N=C/c3cccc(O)c3)c2c1 | i | 2% | 18% | ? | 0% | 11% | i | 13% | 2 |
| Cc1cc(C(=O)CN2C(=O)NC(C)(c3cc(F)ccc3F)C2=O)c(C)n1C1CC1 (configuration not stated) | -24% | 25% | -46%[inhibitor] | ? | -6% | 15% | i | 5% | 7 |
| Cc1cccc(N(Cc2cc3ccccc3[nH]c2=O)S(C)(=O)=O)c1 | -9% | 16% | -15%[9.22 µM] | 3% | 2% | 14% | i | -6% | 7 |
| Cc1cccc(C(=O)O/N=C(\N)c2ccc(Br)cc2)c1 | -5%[57.5 µM] | -18% | 6.3µM* | 8% | -6% | 8% | i | -36%[inhibitor] | 29 |
| CC(=O)Nc1ccc(/C=C/c2nc(-c3ccccc3O)n(-c3ccccc3)n2)cc1 | -11% | 43% | -5% | -12% | -15% | . | . | . | . |
| COc1cc(NC(=O)Nc2cccc(C(C)=O)c2)cc(OC)c1OC | -15% | 9% | 10% | 5% | -15% | 13% | i | 1% | -11 |
| CCOc1ccccc1NC(=O)C(C)n1nnc2sc3c(c2c1=O)CCCC3 (configuration not stated) | -7% | 3% | -20% | 2% | -4% | . | . | . | . |
| COc1cccc(OCC(=O)Nc2ccccc2C(N)=O)c1 | -4%[57.5 µM] | 26% | -16% | 10% | -3% | 2% | i | 0% | 2 |
| COc1ccc(CC2(CO)CCN(S(=O)(=O)c3c(C)nn(C)c3C)CC2)cc1 | i | -21% | -1% | 5% | 0% | 7% | i | 6% | -15 |
| CC1CC(C)CN(S(=O)(=O)c2ccc3c(c2)CC(=O)N3)C1 (configuration not stated) | -3% | -1% | 25% | 1% | -3% | 11% | i | ? | -2 |
| O=C(NCCS(=O)(=O)N1CCN(c2ccccc2F)CC1)c1cc(=O)c2ccccc2o1 | -14% | 30%&-1% | -4%&23% | 23%&9% | 12%&0% | -2% | i | 1% | 11 |
| COc1ccc(C(=O)N(CCc2ccccc2)Cc2cccs2)c(OC)c1 | i | ? | 3% | ? | -13% | 11% | i | 1% | -10 |
| COCCn1c(CNc2ccc(F)cc2)nnc1SCC(=O)Nc1ccc(OC)cc1OC | -27% | 2% | -8% | 0% | 2% | -1% | i | -2% | 20 |
| Cc1ccc([C@@H]2CC(=O)[C@@H]3CN(S(=O)(=O)c4ccc(C)cc4)[C@H](c4ccc(Cl)cc4)C[C@@H]3N2S(=O)(=O)c2ccc(Cl)cc2)cc1 | -4% | 9% | 0% | -24% | 10% | 6% | i | 1% | 14 |
| Cc1nc2ccccc2n1-c1ccccc1 | -72%[inhibitor] | 10% | -2% | ? | -3% | 1% | i | 0% | 5 |
| NS(=O)(=O)c1ccccc1NC(=O)c1c(O)c2ccccc2[nH]c1=O | -34%[inhibitor] | 16% | -29% | -3% | -13% | -1% | i | 2% | 9 |
| C/C(=N\NC(=O)c1ccc(N2CCCC2=O)cc1)c1ccncc1 | -24% | 16% | -31%[inhibitor] | 13% | -19% | 18% | i | -3% | -8 |
| CC1CCCC(NC(=O)CN2C(=O)COc3ccccc32)C1C (configuration not stated) | -6% | -9% | 12% | -2% | 4% | -3% | i | 4% | -6 |
| CCOc1ccccc1NC(=O)C1CCN(S(=O)(=O)c2ccc(OC)c(OC)c2)CC1 | i | 19% | -12% | -2% | -19% | 0% | i | 1% | -22 |
| CSc1nc(N2CCOCC2)c2c(c1C#N)CC(C(C)C)OC2 (configuration not stated) | -16% | -29% | 5% | 11% | -13% | -1% | i | 1% | 14 |
| Cc1[nH]c2ccccc2c1/C=C/c1cc[n+](C)cc1 | -8% | . | -8% | -17% | 0% | -10% | i | 0% | -9 |
| Cc1cc(NC(=O)c2cc(-c3cccs3)on2)no1 | ? | -3% | -11% | 141%[activator] | 0% | -17% | i | 0% | 13 |
| CCOC(=O)[C@@H]1[C@H]2COc3ccc(Br)cc3[C@H]2N2C(=O)N(c3ccc(C(F)(F)F)cc3)C(=O)[C@]12C | i | 19% | 0% | -6% | 16% | -6% | i | 22% | 0 |
| CN(C)S(=O)(=O)c1ccc(N2CCCC2)c(C(=O)N2CCC(C(N)=O)CC2)c1 | -11% | 9% | 1% | 4% | -10% | -7% | i | -6% | -16 |

Continued; the last 5 above are carried over.
| compound | PTHR1 ag | FUS yeast rescue | TDP-43 yeast inh | GLP-1R inv ag | Abeta rescue | GLP-1R agonist | pAkt inh | aSyn yeast inh | DRD3 antagonist |
| --- | --- | --- | --- | --- | --- | --- | --- | --- | --- |
| CSc1nc(N2CCOCC2)c2c(c1C#N)CC(C(C)C)OC2 (configuration not stated) | -16% | -29% | 5% | 11% | -13% | -1% | i | 1% | 14 |
| Cc1[nH]c2ccccc2c1/C=C/c1cc[n+](C)cc1 | -8% | . | -8% | -17% | 0% | -10% | i | 0% | -9 |
| Cc1cc(NC(=O)c2cc(-c3cccs3)on2)no1 | ? | -3% | -11% | 141%[activator] | 0% | -17% | i | 0% | 13 |
| CCOC(=O)[C@@H]1[C@H]2COc3ccc(Br)cc3[C@H]2N2C(=O)N(c3ccc(C(F)(F)F)cc3)C(=O)[C@]12C | i | 19% | 0% | -6% | 16% | -6% | i | 22% | 0 |
| CN(C)S(=O)(=O)c1ccc(N2CCCC2)c(C(=O)N2CCC(C(N)=O)CC2)c1 | -11% | 9% | 1% | 4% | -10% | -7% | i | -6% | -16 |
| CCCCCCNc1nc2c(c(=O)n(C)c(=O)n2C)n1Cc1cccc(C)c1 | i | -5% | 13% | 8% | -10% | 1% | . | 1% | . |
| Cn1c(Cn2cnc(Cl)c2Cl)nc2ccccc21 | i | -11% | 2% | -1% | -3% | 17% | i | -2% | ? |
| Cc1ccc(NC(=O)C2COc3ccccc3O2)c(C)c1 (configuration not stated) | i | -7% | 11µM* | 0% | -7% | 10% | i | 2% | 16 |
| CCN(CCCNC(=O)CSc1cc(=O)n(CC)c2ccccc12)c1ccccc1 | -23% | 28% | 5% | ? | -13% | . | . | . | . |
| CN(C(=O)COc1ccc(Cl)cc1Br)C1CCCCC1 | -2% | 25% | 18µM* | ? | -3% | 11% | i | 0% | 6 |
| COC(=O)c1cc(COC(=O)CNC(=O)c2ccc(Br)cc2)oc1C | -9% | 15% | -6% | -25% | 2% | 9% | i | -1% | -5 |
| C=C(C)COc1ccc(-c2[nH]ncc2-c2ccc(OC)c(OC)c2)c(O)c1 | -18%[57.5 µM] | ? | 2% | ? | -21% | 1% | . | -8% | 19 |
| CC(=O)Nc1cc(-c2ccc(N3CCN(C)CC3)cc2)cn2c(-c3ccc(F)c(Cl)c3)cnc12 | i | 6% | 25% | -12% | -10% | 3% | i | -5% | -10 |

Screening data as filed in PubChem BioAssay.
